# Compound activity: PubChem BioAssay, National Center for Advancing Translational Sciences (NCATS)
# Mm-Cpn inhibitor: M. maripaludis TRiC chaperonin inhibition. purified Mm-Cpn ATPase, ADP Transcreener TR-FRET. Potency, µM (series often up to 76.9 µM), for inactives: top-dose activity, negative = inhibition, usual class: inhibitors. hit rate 0.031% among 330,000; further: potency means the concentration at half of the fitted maximal effect; on the % scale 0 is the no-effect control and ±100 the full control effect; nearly all actives have a fitted effect of over 80% in size
#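 25 nM Mm-CPN + cpd, 10 min 37°C; + 10 uM ATP, 30 min 37°C; buffer 30 mM Tris pH 7.4, 100 mM KCl, 5 mM MgCl2, 1 mM DTT; Transcreener ADP HTRF detection 30 min RT.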
# ATXN viability: cell viability loss in ATXN counter-screen | S2 cells (HEK-293 line with an ATXN2-luciferase reporter) viability, CellTiter-Fluor protease fluorescence, 24 h | hit rate 0.49% among 400,000 | Potency, µM (doses to about 56.7 µM), most hits filed as cytotoxic; further: potency means the concentration at half of the fitted maximal effect; nearly all actives have a fitted effect of over 40% in size
# Nrf2 inh: inhibitors of Nrf2 signaling; A549 ARE-Fluc reporter, luciferase luminescence, 18-24 h; Potency, µM (series often up to 46 µM), for the others: at the top dose activity change, negative = inhibition, usual class: inhibitors; hit rate 2.1% among 360,000; AID 504444; further: potency means the concentration at half of the fitted maximal effect; on the % scale 0 is the no-effect control and ±100 the full control effect; nearly all actives have a fitted effect of over 60% in size
#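 A549 ARE_Fluc cells (5000/well, 5% FBS OPTI-MEM) pre-incubated 2 h, then treated with compounds 18-24 h at 37C/5% CO2 in concentration-response. CellTiter-Fluor viability read first; BugLite luciferase luminescence after 15 min at room temperature gives Nrf2 activity.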
# TGFb SMAD3 inh: TGF-b pathway inhibition; HepG2 CAGA-GFP TGF-b/SMAD3 reporter, GFP fluorescence, 18 h; TGF-beta stimulated, 500 pg/mL final; Potency, µM (doses to about 46.1 µM), inactives show at the highest dose activity, negative = inhibition, usual class: inhibitors; hit rate 1.2% among 410,000; further: potency means the concentration at half of the fitted maximal effect; on the % scale 0 is the no-effect control and ±100 the full control effect; nearly all actives have a fitted effect of over 65% in size
#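 First, reporter cells (HEPG2 CAGA-GFP) rested 2 h at 37 degrees C. Next, compounds were pinned in and TGF-beta added to 500 pg/mL final. After 18 h, GFP was imaged per cell and summed per well.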
# HepG2 viability: kills HepG2 cells in TGF-b inhibitor counter-screen | HepG2 CAGA-GFP viability, ATP luminescence, 18 h | Potency, µM (series often up to 46.1 µM), for the others: at the top dose activity change, negative = cytotoxicity, hits mostly cytotoxic | hit rate 0.76% among 410,000; further: potency means the concentration at half of the fitted maximal effect; some results filed as inactive show a strong effect at the top dose
#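 CellTiter-Glo luminescence gave cytotoxicity after 18 hours at 37 degrees C. The cells were HepG2 CAGA-GFP in 1% FBS DMEM, stimulated with 500 pg/mL TGF-beta after compound addition. %Activity was normalised to no-cell wells (complete cell-killing) and DMSO (no toxicity), and curves were fitted and classified.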
# CCT chaperon mod: cytosolic chaperonin activity modulation; purified chaperonin ATPase assay, HTRF ADP detection, 30 min; activity change, % (concentration not given with the values), hits read low; hit rate 0.3% among 360,000; in the data active means activity change below about -30%; further: on the % scale 0 is the no-effect control and ±100 the full control effect
#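 Enzyme 40 or 20 nM (batch-dependent) in Tris pH 7.4/KCl/MgCl2/DTT; cpd 76 uM single point; ATP 10 uM; 30 min 37 °C; Transcreener ADP HTRF detection, 30 min RT; ratio 665/615.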
# A549 viability: A549 cytotoxicity, counter-screen for Nrf2 inhibitors | A549 ARE-Fluc cells, CellTiter-Fluor viability, 18-24 h | Potency, µM (titrated, usually from 46 µM), for the others: top-dose activity change, negative = cytotoxicity, usual class: inhibitors | hit rate 0.16% among 390,000 | AID 504648; further: potency means the concentration at half of the fitted maximal effect; on the % scale 0 is the no-effect control and ±100 the full control effect
#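 Cytotoxicity counterscreen: CellTiter-Fluor fluorescence was measured in A549 ARE_Fluc cells after 18-24 h of compound exposure in a concentration series. The subsequent BugLite luminescent read reports ARE-luciferase activity.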
# Nrf2 ARE act: Nrf2 pathway activation | AREc32 ARE-luciferase reporter (MCF7-derived line), luminescence, 24 h | Potency, µM (top dose mostly 46.1 µM), without a hit: at the highest dose activation, hits mostly activators | hit rate 0.31% among 410,000 | AID 624171; further: potency means the concentration at half of the fitted maximal effect; % of control where 0% means no effect; nearly all actives have a fitted effect of over 65% in size
#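 Quantitative high-throughput format: AREc32 reporter cells, 1000 per well, received compound by pin transfer and were incubated 24 hr at 37 deg C, 5% CO2, before Steady-Glo luminescence detection.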
# pAkt inh: Akt phosphorylation inhibition; Neuro2A IGF-stimulated pAkt S473 HTRF, 20 min; hits give low values; activity change, % for hits at 50 µM; hit rate 0.32% among 360,000; AID 651550; in the data active means activity change below about -80%; inconclusive means mostly about -51% to -80%; further: on the % scale 0 is the no-effect control and ±100 the full control effect
#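 Neuro2A cells in DMEM with 0.5% FBS, overnight at 37 deg C, given compound at single 50 µM final, then IGF (6 nM final) for 20 min at 37 deg C. Lysed; phospho-Akt Ser473 by HTRF after 24 h, 665/615 ratio.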
# The depositor's hits bear a star; i = inactive; ? = inconclusive; . = no result given; & = joins results of further samples; [ ] = dose if it differs, or a comment. Unless noted, the call rests on the fitted dose curve; in most records, active means well fitted curve in the direction sought with a large enough effect; inconclusive means small, poorly fitted or top-dose-only effect, or another doubt; inactive means no such curve, though single readings can be large; an effect the other way counts as inactive or inconclusive.
# Each structure is followed by: Mm-Cpn inhibitor	HepG2 viability	Nrf2 inh	CCT chaperon mod	pAkt inh	Nrf2 ARE act	TGFb SMAD3 inh	ATXN viability	A549 viability
CCOC(=O)c1sc(-c2ccc(C)cc2)c(C#N)c1C
    -8%	4%	?	-1.8	i	0.4%	1%	i	-1%
CCc1nc2ccc(C(=O)NCc3ccco3)cc2nc1CC
    -1%	1%	-2%	-1.3	i	3.0%	2%	i	-3%
CN(C(=O)CSc1nc2ccc(NC(=O)c3cccs3)cc2s1)c1ccccc1
    .	-20%	?	.	.	4.5%	-7%	?	-17%
CCS(=O)(=O)c1ccccc1C(=O)Nc1ccc(-c2nc3ccccc3s2)cc1
    .	6%	.	.	.	11%	6%	.	-5%
CCC(C)C(CO)NCCCn1cnc(C(=O)Nc2ccc(C)c(C)c2)n1 (stereo not drawn)
    .	-23%	?	0.6	i	6.5%	-9%	?	13%
COCCCn1c(=O)c2sccc2n2c(CCCC(=O)NC3CCC(C)CC3)nnc12 (stereo not drawn)
    .	-1%	14%	.	.	1.7%	-7%	.	0%
CN(c1cccc(NC(=O)c2ccc(CN3CCc4ccccc4C3)cc2)c1)S(C)(=O)=O
    -2%	-24%	?	0.5	i	3.3%	?	?	-7%
CCOc1cccc(CN2CCC(n3nccc3NC(=O)CCCc3ccccc3)CC2)c1
    -3%	-33%	1%	-1.0	i	0.6%	?	?	3%
C=Cc1ccc(C(=O)NC2CCCN(Cc3ccccc3F)C2)cc1 (stereo not drawn)
    -1%	17%	-16%	-12	i	0.5%	-6%	i	-10%
COc1ccc(-c2cc(C(=O)c3c(N)n(C)c(=O)n(C)c3=O)c3ccccc3n2)cc1OC
    1%	-4%	?	2.3	i	11%	-11%	?	5%
Cc1ccc(NC(=O)c2cccs2)cc1S(=O)(=O)Nc1cccc(Cl)c1
    2%	-11%	-22%	2.8	i	-0.2%	?	i	5%
COc1ccc(NC(=O)NNC(=O)COc2ccc3cc(Br)ccc3c2)cc1OC
    -12%	-27%	1%	-2.3	i	0.4%	-9%	i	12%
CN(CC(=O)Nc1ccccc1C(F)(F)F)CC(=O)N1CCCCCC1
    1%	0%	1%	-3.1	i	0.3%	1%	i	0%
CCOc1ccc(C(=O)NCCc2sc(-c3ccc(OC)c(OC)c3)nc2C)cc1
    .	-1%	.	.	.	3.6%	0%	i	-2%
Nc1cc(Cl)ccc1N1C(=O)CCC1=O
    0%	0%	-7%	-1.8	i	-0.7%	4%	i	-6%
COn1c2c(c3c4nonc4ccc31)CCCC2
    -2%	-35%	?	1.2	i	?	?	i	?
COc1ccc(NS(=O)(=O)c2ccc(Cl)c(NC(=O)c3cccnc3Cl)c2)cc1
    0%	-54%	5%	-1.4	i	4.4%	?	i	7%
Cc1nn(-c2ccccn2)c(C)c1Oc1ccccc1O
    1%	6%	7%	-4.3	.	-0.5%	-7%	i	-4%
COc1ccc(NS(=O)(=O)c2ccc(N3CCOCC3)c(N)c2)cc1
    0%	-20%	3.3µM*	0.5	i	-1.0%	-5%	i	-17%
COc1ccc(S(=O)(=O)N2CC(O)CC2C(=O)OCc2nc3sc(C)c(C)c3c(=O)[nH]2)cc1 (stereo not drawn)
    2%	-1%	-3%	-1.9	i	0.0%	-2%	i	-7%
Cc1ccccc1C(=O)N1CCC(n2nccc2NC(=O)C2CC2)CC1
    -1%	-9%	11%	-3.2	i	0.2%	-5%	i	3%
CCNC(=O)C1CCN(Cc2cc3ccccc3n2Cc2ccc(C)cc2)CC1
    .	-26%	.	.	.	-0.1%	-4%	i	-9%
Cc1ccc(CNC(=O)CN2C(=O)C3CCCCN3c3ccc(C(=O)N4CCCC4)cc32)cc1 (stereo not drawn)
    .	2%	.	.	.	0.4%	?	?	4%
O=C(NC1CCCC1)C(c1cccnc1)N(C(=O)c1csnn1)C1CC1 (stereo not drawn)
    19%	9%	1%	-3.9	i	-0.9%	16%	i	22%
CSc1ccc(CCNC(=O)Cn2ncc3c([nH]c4ccccc43)c2=O)cc1
    2%	-7%&-15%	11%&13%	2.4	i	-0.1%&0.3%	-6%&0%	i	1%&16%
c1ccc(-c2nccc(-c3ccc(-n4cnc5ccccc54)cc3)n2)cc1
    -2%	-38%	?	-0.2	i	-0.6%	0%	i	-1%
Clc1ccc(COn2c(-c3ccc(Cl)cc3Cl)nc3ncccc32)cc1
    0%	-26%	?	-2.1	i	-0.3%	?	?	-14%
c1ccc(CNc2ncnc3ccccc23)cc1
    1%&-4%	-4%&8%	4.6µM*	2.4&-0.4	i	-0.6%&0.2%	-3%&3%	i	-3%
CCOC(=O)c1ccc(NC(=O)c2nc[nH]c2C(=O)N[C@@H](Cc2ccccc2)C(=O)OC(C)(C)C)cc1
    0%	-52%	?	1.8	i	0.3%	?	?	-4%
O=S(=O)(CCNCCc1ccccc1)NC1CCCCC1
    .	-2%	2%	0.1	i	4.4%	-4%	i	9%
CC(=O)Nc1ccc(NC(=O)c2cccc(S(=O)(=O)N(C)C3CCCCC3)c2)cc1
    -2%	-1%	?	-0.8	i	0.5%	-1%	?	-12%
CC(C)Sc1nc(-c2cccs2)nc2cc(Cl)ccc12
    .	.	.	-4.2	i	0.6%	.	i	.
CCS(=O)(=O)c1ccc2oc(Nc3ccccc3Cl)nc2c1
    0%	-116%	?	-0.2	i	2.1%	6%	i	5%
C/C(CC(=O)Nc1ccc(N(C)C)cc1)=N\NC(=O)Cc1csc(N)n1
    -1%	-2%	2%	-3.5	i	0.3%[9.22 µM]	-3%	i	16%
CCN(CC)c1ccc(NC(=O)CN2C(=O)CSc3ncccc32)c(C)c1
    -1%	-8%	10µM*	0.5	i	-0.5%	?	i	-4%
CC(C)C1N=C2c3ccccc3N=C(SCC(=O)NCc3ccc(Cl)cc3)N2C1=O (stereo not drawn)
    .	-20%	.	.	.	-0.5%	0%	i	-2%
Cc1nn(-c2ccccc2)c(Cl)c1/C=C/C(=O)c1ccc(O)cc1
    1%	-20%	-2%	-1.5	i	?	?	?	-10%
O=C(NCc1ccco1)c1ccc2[nH]c(=O)c(=O)[nH]c2c1
    -1%	-17%	5%	-0.1	i	11%	-3%	?	0%
CC1(C)CC(=O)C2=C(C1)NC(=O)NC2c1ccccc1Cl (stereo not drawn)
    .	6%	-27%	0.5	i	-0.4%	-2%	i	-27%
CC(=O)N(C)c1ccc(C=C2C=Cc3ccccc32)cc1
    .	-27%	?	-0.2	i	?	-7%	i	-6%
CCOC(=O)c1cccc(NC(=O)C2COc3ccc(OC)cc3C2)c1 (stereo not drawn)
    .	1%	.	.	.	-0.4%	4%	i	13%
Cc1ccc(S(C)(=O)=O)cc1C(=O)OCC(=O)N(Cc1ccccc1)Cc1ccccc1
    0%	-21%	?	-1.2	i	-0.5%	-13%	i	-1%
CCOC(=O)C1(CCOc2ccccc2)CCN(CCCn2cccn2)CC1
    -1%	-26%	21%	1.2	i	0.6%	0%	i	0%
Cc1cc(C)c(S(=O)(=O)c2ccccc2C)c(N(C)C)n1
    0%	-3%	1%	-2.9	i	0.5%	10%	i	-5%
Cc1nc(C(F)(F)F)ccc1C(=O)NCC(O)c1ccccc1 (stereo not drawn)
    0%	2%	?	1.0	i	7.9%	-11%	i	0%
O=C(CSc1nc2c([nH]c3ccccc32)c(=O)n1-c1ccc(F)cc1)N1CCCCC1
    .	-39%	.	.	.	-0.8%	1%	i	-1%
CN1CCC(N(C)C(=S)NCCc2ccccc2)CC1
    -4%	-19%	?	-0.8	i	0.5%	-3%	.	0%
Cc1ccnc(SCC(=O)Nc2sccc2C#N)n1
    -4%	2%	-8%	1.2	i	6.2%	-17%	i	0%
Cc1c(Cl)cnc(NC(=O)COC(=O)c2cc3c(s2)CCC(C)C3)c1Cl (stereo not drawn)
    2%	-1%	11%	-0.2	i	0.4%	-4%	?	9%
O=S(=O)(c1ccc2nnn(O)c2c1)N1CCOCC1
    -1%	4%	0%	-1.9	i	0.0%	6%	i	-4%
CCSc1nc(-c2ccccc2)nc2c1CCCC2
    0%	-14%	?	-1.9	i	0.2%	-2%	i	0%
O=[N+]([O-])c1cccc(/C=C/c2nc(C=Nc3ccccc3)c(O)o2)c1
    0%	1%	.	-2.5	i	9.2%	-4%	i	-6%
CCS(=O)(=O)N1CCc2cc(OC)c(OC)cc2C1
    -2%	-14%	-7%	0.5	i	0.4%	2%	?	-5%

# One compound at a time, as listed above. Values in the order: Mm-Cpn inhibitor | HepG2 viability | Nrf2 inh | CCT chaperon mod | pAkt inh | Nrf2 ARE act | TGFb SMAD3 inh | ATXN viability | A549 viability
# `O=C(CSc1nc2c([nH]c3ccccc32)c(=O)n1-c1ccc(F)cc1)N1CCCCC1` is listed as . | -39% | . | . | . | -0.8% | 1% | i | -1%
# `O=[N+]([O-])c1cccc(/C=C/c2nc(C=Nc3ccccc3)c(O)o2)c1` is listed as 0% | 1% | . | -2.5 | i | 9.2% | -4% | i | -6%
# `Cc1ccnc(SCC(=O)Nc2sccc2C#N)n1` is listed as -4% | 2% | -8% | 1.2 | i | 6.2% | -17% | i | 0%
